High-throughput results from PubChem.
D1 ag: Allosteric Agonists of the Human D1 Dopamine Receptor: qHTS | D(1A) dopamine receptor (Homo sapiens), P21728 | HEK293 T-REx D1 cells, calcium flux, agonist mode | activation, % at 2 µM | 360,000 tested, 1% active; in the data active means activation above about 30%; further: 0% is about no effect
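Agonism was scored from calcium flux recorded over 180 s (1 read/s) after pintool compound addition, following a 10-cycle baseline. Cells were inducible force-coupled HEK293 TREx D1, plated overnight at 30 C and loaded with no-wash calcium dye.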
GRP78 ERSR act: qHTS for Inducers of the Endoplasmic Reticulum Stress Response (ERSR) in Human Glioma: qHTS; U87-MG GRP78 promoter luciferase reporter, 16 h; Potency, µM, inactives show top-dose activation, usual class: activators; 420,000 tested, 0.02% active; AID 602332, 2012; further: potency means the concentration at half of the fitted maximal effect; series mostly up to about 76 µM; % of control where 0% means no effect; nearly all actives have a fitted effect of over 35% in size
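ERSR induction read as luciferase luminescence (Bright-Glo, 10 min at room temperature) in stably transfected human U87-MG glioma cells exposed to compounds for 16 h, using GRP78 as sensor.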
D1 PAM: Potentiators of Human D1 Dopamine Receptor: qHTS | D(1A) dopamine receptor (Homo sapiens), P21728 | HEK293 TREx D1 cells, calcium flux, dopamine EC20 potentiation | potentiation, % at 10 µM | 360,000 tested, 0.036% active | AID 504651, 2011; in the data active means potentiation above about 30%; further: 0% is about no effect
Vif-APOBEC3G blk: qHTS for Inhibitors of Vif-A3G Interactions: qHTS; 410,000 tested, 0.076% active; AID 602310, 2012; DNA dC->dU-editing enzyme APOBEC-3G (Homo sapiens), Q9HC16; Potency, µM (doses to about 46.1 µM), for the others: top-dose activity, negative = active, usual class: inhibitors; HeLa A3G-eYFP + Vif (tagged APOBEC3G with the HIV-1 protein that degrades it), YFP fluorescence, overnight;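 further: potency means the concentration at half of the fitted maximal effect; on the % scale 0 is the no-effect control and ±100 the full control effect; nearly all actives have a fitted effect of over 60% in size; hits raise eYFP signal because A3G escapes Vif-driven loss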
Target sequence (Q9HC16 whole entry, looked up): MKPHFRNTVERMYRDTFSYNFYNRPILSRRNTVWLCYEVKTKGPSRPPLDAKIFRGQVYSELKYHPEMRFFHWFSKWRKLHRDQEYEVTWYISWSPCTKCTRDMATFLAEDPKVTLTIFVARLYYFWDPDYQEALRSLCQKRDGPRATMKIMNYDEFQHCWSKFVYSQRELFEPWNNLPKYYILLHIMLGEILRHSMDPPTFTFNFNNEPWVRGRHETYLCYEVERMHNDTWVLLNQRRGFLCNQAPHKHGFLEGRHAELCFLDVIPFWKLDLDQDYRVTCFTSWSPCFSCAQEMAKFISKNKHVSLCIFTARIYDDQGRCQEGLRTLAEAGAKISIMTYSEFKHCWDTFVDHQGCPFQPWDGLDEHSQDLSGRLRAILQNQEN
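Read-out is eYFP fluorescence (Ex 488/Em 500-530) from Vif-expressing HeLa A3G-eYFP cells; more signal means A3G escaped Vif-mediated degradation. Cells plated overnight, compound pinned in, incubated overnight at 37 deg C.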
D2 potentiator: HTS Assay for Positive Allosteric Modulators of the Human D2 Dopamine Receptor: Primary Screen for Potentiators | HEK293 T-REx D2, calcium flux, EC20 dopamine potentiation | potentiation, % at 10 µM | D(2) dopamine receptor (Homo sapiens), P14416 | AID 485347, 2010 | 340,000 tested, 0.34% active;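 active means potentiation over 3 SD above the plate norm, cut at about 30% in these data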; further: 0% is about no effect
Target sequence (P14416 whole entry, looked up): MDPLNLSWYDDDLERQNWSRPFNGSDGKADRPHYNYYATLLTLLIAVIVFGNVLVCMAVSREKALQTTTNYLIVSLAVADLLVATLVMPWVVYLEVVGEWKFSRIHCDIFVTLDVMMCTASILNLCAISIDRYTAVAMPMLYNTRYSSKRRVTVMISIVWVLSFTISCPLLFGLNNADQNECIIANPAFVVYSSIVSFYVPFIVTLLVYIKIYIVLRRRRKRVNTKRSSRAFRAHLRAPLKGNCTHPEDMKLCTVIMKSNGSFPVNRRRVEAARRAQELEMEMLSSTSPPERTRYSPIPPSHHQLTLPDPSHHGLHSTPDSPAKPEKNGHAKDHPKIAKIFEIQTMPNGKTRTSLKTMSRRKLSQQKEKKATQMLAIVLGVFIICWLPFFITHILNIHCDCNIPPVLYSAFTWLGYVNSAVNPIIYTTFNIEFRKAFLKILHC
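Calcium flux readout, no-wash dye, 1 read/s. Inducible HEK293 Trex D2 line, overnight 30 C. Compound alone 180 s (agonist flags), then EC20 dopamine, another 180 s to score potentiation.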
D1 antagonist: Antagonist of Human D 1 Dopamine Receptor: qHTS; D(1A) dopamine receptor (Homo sapiens), P21728; HEK293 TREx D1 cells, calcium flux, dopamine EC80; active compounds read low; activity change, negative = inhibition, % at 10 µM; 360,000 tested, 3.2% active; AID 504652, 2011; in the data active means activity change below about -30%; further: on the % scale 0 is the no-effect control and ±100 the full control effect
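Allosteric or orthosteric antagonism assessed as attenuation of the calcium response to EC80 dopamine, added 180 s after compound, in induced HEK293 Trex D1 cells loaded with no-wash calcium dye.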
RXFP1 antagonist: qHTS Assay for Antagonists of the Relaxin Receptor RXFP1 | Relaxin receptor 1 (Homo sapiens), Q9HBX9 | HEK293-RXFP1, relaxin-stimulated cAMP HTRF, 30 min; active compounds read low | activity change, negative = inhibition, % at 57.5 µM | 350,000 tested, 0.59% active | AID 1259400, 2018;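 active means activity change of -60% or lower, but not beyond a set lower limit; inconclusive means change between -60% and -40%, or beyond the set limit; inactive means change above -40%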; further: on the % scale 0 is the no-effect control and ±100 the full control effect
Vif-APOBEC3F blk: qHTS for Inhibitors of Vif-A3F Interactions: qHTS | 390,000 tested, 0.2% active | Potency, µM (doses to about 46.1 µM), for the others: top-dose activity, negative = active | HeLa A3F-eYFP + Vif (tagged APOBEC3F with the HIV-1 protein that degrades it), YFP fluorescence increase; further: potency means the concentration at half of the fitted maximal effect; % of control where 0% means no effect; nearly all actives have a fitted effect of over 65% in size
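Fluorescence increase (Ex 488/Em 500-530) after overnight compound treatment at 37 deg C flags inhibition of Vif-driven A3F-eYFP loss in stable HeLa A3F-eYFP/Vif cells seeded overnight beforehand.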
RXFP1 ag: qHTS Assay for Agonists of the Relaxin Receptor RXFP1 | AID 2676, 2010 | Relaxin receptor 1 (Homo sapiens), Q9HBX9 | HEK293T-RXFP1 cAMP TR-FRET, 30 min; response scale: percent of porcine relaxin response, buffer zero | Potency, µM (titrated, usually from 57.5 µM), inactives show at the highest dose activation, actives largely listed as activators | 370,000 tested, 0.3% active; further: potency means the concentration at half of the fitted maximal effect; on the % scale 0 is the no-effect control and ±100 the full control effect; nearly all actives have a fitted effect of over 60% in size; many of its hits are not listed in these tables
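Agonist response is measured as cAMP accumulation in an RXFP1-transfected HEK293T line under PDE4 inhibition. Values are scaled between buffer-only and 29 nM porcine relaxin, and EC50s come from standard Hill equation fits.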
* marks the source's active call; other numbers are inactive results. Unless noted, the call rests on the fitted dose curve; in most records, active means well fitted curve in the direction sought with a large enough effect; inconclusive means small, poorly fitted or top-dose-only effect, or another doubt; inactive means no such curve, though single readings can be large; an effect the other way counts as inactive or inconclusive. The list is partial; rates above refer to the full screens.

For COc1ccc(NC(=O)CCCn2c(=O)c3sccc3n(Cc3ccc(C)cc3C)c2=O)cc1 the results were D1 ag 0.4, GRP78 ERSR act -3.5%, D1 PAM 0.3, Vif-APOBEC3G blk 0.1%, D1 antagonist -16.4, RXFP1 antagonist -9.6, Vif-APOBEC3F blk 2.4% and RXFP1 ag 2.5%.
O=S(c1ccsc1)c1ccsc1 was read as D1 ag 3.5, GRP78 ERSR act -5.0%, D1 PAM -3.5, Vif-APOBEC3G blk 0.7%, D2 potentiator 8.5, D1 antagonist 11.4, RXFP1 antagonist -9.2, Vif-APOBEC3F blk -8.3% and RXFP1 ag -0.6%.
`COc1ccc2cc(C(=O)NCc3ccccc3)c(=O)oc2c1` gave D1 ag 5.2, GRP78 ERSR act 5.0%, D1 PAM -2.1, Vif-APOBEC3G blk -1.4%, D2 potentiator -10.2, D1 antagonist -9.7, RXFP1 antagonist -2.2, Vif-APOBEC3F blk -2.5% and RXFP1 ag inconclusive.
`Fc1ccc(-c2nnc(-n3nnc4ccccc43)c3ccccc23)cc1` gave GRP78 ERSR act -3.4%, Vif-APOBEC3G blk -0.4%, RXFP1 antagonist -4.2 and Vif-APOBEC3F blk 1.2%.
For COc1ccc(CCN(C(=O)C(F)(F)F)C(C(=O)NC2CCCCC2)c2ccc(C)s2)cc1 (configuration not stated) the results were D1 ag 7.7, GRP78 ERSR act -2.1%, D1 PAM 8.5, Vif-APOBEC3G blk -0.4%, D2 potentiator -6.7, D1 antagonist 10.7, RXFP1 antagonist 6.1, Vif-APOBEC3F blk -9.1% and RXFP1 ag -0.4%.
`CC(=O)Nc1ccc(C(=O)N/N=C/c2cc(Br)cc(Br)c2O)cc1` gave D1 ag 9.9, GRP78 ERSR act -2.6%, D1 PAM -8.7, Vif-APOBEC3G blk 0.3%, D2 potentiator -3.8, D1 antagonist -8.7, RXFP1 antagonist -13.4, Vif-APOBEC3F blk -16.0% and RXFP1 ag 1.7%.
Cc1cc(Cl)ccc1Oc1ncc(-c2ccc(Cl)cc2)cn1 was read as D1 ag 6.9, GRP78 ERSR act -3.5%, D1 PAM 7.3, Vif-APOBEC3G blk -1.0%, D2 potentiator 1.8, D1 antagonist -65.7*, Vif-APOBEC3F blk -9.9% and RXFP1 ag 2.6%.
N#CCC(=O)Nc1ccc(C(=O)OCC(=O)N=c2sccn2Cc2ccccc2Cl)cc1 was read as D1 ag 3.6, GRP78 ERSR act -2.9%, D1 PAM -10.3, Vif-APOBEC3G blk -0.8%, D1 antagonist -45.6*, RXFP1 antagonist -13.3, Vif-APOBEC3F blk -10.5% and RXFP1 ag 1.3%.
CC(c1ccncn1)N(C)Cc1nc(-c2ccc(C(F)(F)F)cc2)no1 (configuration not stated) was read as D1 ag 0.4, GRP78 ERSR act -2.3%, D1 PAM -4.0, Vif-APOBEC3G blk 9.3%, D2 potentiator 14.3, D1 antagonist -10.8, RXFP1 antagonist -5.7, Vif-APOBEC3F blk 0.6% and RXFP1 ag 3.4%.
Screening COc1ccc(NC(=O)COC(=O)c2ccc(S(=O)(=O)N(C)c3ccccc3OC)cc2)cc1OC returned D1 ag 4.6, GRP78 ERSR act 1.1%, D1 PAM 1.6, Vif-APOBEC3G blk -2.0%, D2 potentiator -7.9, D1 antagonist -12.2, RXFP1 antagonist -16.6, Vif-APOBEC3F blk 4.8% and RXFP1 ag 1.2%.
Screening Cc1ccnc(NC(=O)CCC(=O)c2cccs2)c1 returned D1 ag 2.0, GRP78 ERSR act -13.2%, D1 PAM 0.5, Vif-APOBEC3G blk 3.2%, D2 potentiator -3.6, D1 antagonist 16.4, RXFP1 antagonist 7.3, Vif-APOBEC3F blk -19.0% and RXFP1 ag -0.4%.
For Cc1ccc(C(=O)N/N=C2\CCSC2)cc1[N+](=O)[O-] the results were D1 ag 1.9, GRP78 ERSR act -0.9%, D1 PAM -5.2, Vif-APOBEC3G blk -21.7%, D2 potentiator -20.7, D1 antagonist 0.9, RXFP1 antagonist -6.8, Vif-APOBEC3F blk -12.5% and RXFP1 ag 1.6%.
For COc1cc(C2SCC(=O)N2Cc2ccccc2)cc(OC)c1OC (configuration not stated) the results were D1 ag 3.0, GRP78 ERSR act -4.1%, D1 PAM 11.7, Vif-APOBEC3G blk -2.6%, D2 potentiator 23.8, D1 antagonist 7.4, RXFP1 antagonist 0.6, Vif-APOBEC3F blk -6.3% and RXFP1 ag -1.5%.
Cc1cc(OCC(=O)Nn2cnnc2)c(C)cc1Br was read as D1 ag 0.5, GRP78 ERSR act 0.8%, D1 PAM -0.5, Vif-APOBEC3G blk 0.8%, D2 potentiator 8.5, D1 antagonist -9.9, RXFP1 antagonist 5.0, Vif-APOBEC3F blk -11.7% and RXFP1 ag -1.2%.
Screening O=S(=O)(NCc1nc2cccnc2n1Cc1ccc(F)cc1)c1ccc(Cl)s1 returned D1 ag 0.1, GRP78 ERSR act -2.7%, D1 PAM 5.2, Vif-APOBEC3G blk 2.1%, D1 antagonist 12.6, RXFP1 antagonist -3.5, Vif-APOBEC3F blk 2.3% and RXFP1 ag 0.3%.
`Cn1c(N)c(C(=O)COC(=O)C2=NNC(=O)CC2)c(=O)n(C)c1=O` gave D1 ag 2.0, GRP78 ERSR act -5.9%, D1 PAM -2.5, Vif-APOBEC3G blk -0.7%, D2 potentiator 18.4, D1 antagonist 4.1, RXFP1 antagonist 16.5, Vif-APOBEC3F blk 1.1% and RXFP1 ag inconclusive.
Screening O=C(c1cccc(NC2=NC3CS(=O)(=O)CC3S2)c1)N1CCN(c2ccc(F)cc2)CC1 (configuration not stated) returned D1 ag 1.7, GRP78 ERSR act -3.0%, D1 PAM -5.0, Vif-APOBEC3G blk 2.6%, D2 potentiator 14.6, D1 antagonist 23.4, RXFP1 antagonist -2.6, Vif-APOBEC3F blk 3.1% and RXFP1 ag 1.1%.
For Cc1cc(C(=O)NP(=O)(N2CC(C)OC(C)C2)N2CC(C)OC(C)C2)c(C)n1C1CC1 (configuration not stated) the results were D1 ag -0.1, GRP78 ERSR act 1.1%, D1 PAM -2.9, Vif-APOBEC3G blk 1.0%, D2 potentiator 0.4, D1 antagonist 4.0, RXFP1 antagonist 11.6, Vif-APOBEC3F blk 14.7% and RXFP1 ag 1.2%.
Screening CCc1noc(C)c1C(=O)N1CCN(c2ccc([N+](=O)[O-])cc2)CC1 returned GRP78 ERSR act -0.8%, Vif-APOBEC3G blk 0.2%, RXFP1 antagonist -0.4 and Vif-APOBEC3F blk -0.3%.
CCc1ccc(NC(=O)Cn2c(=O)c(CNc3ccccc3)cc3cc(OC)c(OC)cc32)cc1 was read as D1 ag 13.2, GRP78 ERSR act -2.8%, D1 PAM -1.3, Vif-APOBEC3G blk -4.2%, D2 potentiator -1.2, D1 antagonist -4.6, RXFP1 antagonist -21.4, Vif-APOBEC3F blk -10.8% and RXFP1 ag 3.8%.
Screening COc1ccc(CN2CCN(C3CCOCC3)CC2CCO)c(C)c1C (configuration not stated) returned D1 ag 0.7, GRP78 ERSR act -2.8%, D1 PAM -0.6, Vif-APOBEC3G blk 1.1%, D2 potentiator -14.6, D1 antagonist 2.9, RXFP1 antagonist 7.2, Vif-APOBEC3F blk 4.4% and RXFP1 ag 2.1%.
`CC1(C)C(c2cccs2)=NC(c2ccccc2)N1O` (configuration not stated) gave D1 ag 1.5, GRP78 ERSR act 0.3%, D1 PAM -7.4, Vif-APOBEC3G blk 1.9%, D2 potentiator -3.5, D1 antagonist 5.6, RXFP1 antagonist -16.8, Vif-APOBEC3F blk 1.4% and RXFP1 ag 1.3%.
CC(=O)N1c2ccccc2C(=O)C1N1CCN(c2ccc(Cl)cc2)CC1 (configuration not stated) was read as D1 ag 1.2, GRP78 ERSR act 0.3%, D1 PAM -0.4, Vif-APOBEC3G blk 0.8%, D2 potentiator 3.7, D1 antagonist 10.5, RXFP1 antagonist -7.8, Vif-APOBEC3F blk -8.7% and RXFP1 ag 1.5%.
Cc1ccc(-c2nc(CS(=O)CC(=O)NCCN3CCCCC3C)c(C)o2)cc1 (configuration not stated) was read as D1 ag -1.4, GRP78 ERSR act 1.5%, D1 PAM -2.2, Vif-APOBEC3G blk -0.2%, D2 potentiator -1.0, D1 antagonist -28.3, RXFP1 antagonist -5.4, Vif-APOBEC3F blk 5.8% and RXFP1 ag 2.1%.
Screening CC(NCC1(N2CCOCC2)CCCCC1)C(=O)N1CCc2ccccc21 (configuration not stated) returned D1 ag 1.0, GRP78 ERSR act -4.8%, D1 PAM -6.3, Vif-APOBEC3G blk 0.3%, D2 potentiator -5.7, D1 antagonist 2.4, RXFP1 antagonist -13.0 and RXFP1 ag 0.6%.
For Cc1cccc(NC(=O)CCN2C(=O)c3ccccc3S2(=O)=O)c1C the results were D1 ag 2.9, GRP78 ERSR act 0.4%, D1 PAM 1.4, Vif-APOBEC3G blk 0.9%, D2 potentiator 4.6, D1 antagonist 6.7, RXFP1 antagonist -4.6, Vif-APOBEC3F blk -7.4% and RXFP1 ag 0.7%.
